Source: PubChem
Scp-1 inhibitor: Scp-1 (human) phosphatase inhibition | Q9GZU7 | Recombinant Scp1, phosphopeptide, malachite green phosphate absorbance | inhibition, % at 20 µM | 0.88% of 340,000 active | AID 493091;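 active means inhibition above about 50% at 20 µM, limit read from the data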;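 further: plate controls were DMSO wells with enzyme for no effect and wells lacking enzyme for full effect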
Target sequence (Q9GZU7 76-261 limits assumed): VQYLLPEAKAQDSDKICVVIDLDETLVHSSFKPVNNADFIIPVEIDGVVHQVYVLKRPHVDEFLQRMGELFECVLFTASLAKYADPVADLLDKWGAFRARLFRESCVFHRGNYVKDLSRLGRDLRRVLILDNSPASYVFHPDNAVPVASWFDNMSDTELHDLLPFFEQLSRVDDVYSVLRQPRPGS
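Test system: SCP-1 catalytic domain; Buffer or medium: Acidic Tris acetate buffer with magnesium and detergent; Also added: Phosphorylated 17-residue peptide substrate; Compound: single 20 µM dose, 1% DMSO; Schedule: enzyme reaction 45 min at room temperature, colour 5 min, stabilisation 30 min; Signal: Phosphate-binding colour reagent, absorbance read at 630 nm.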
NRP1-CendR mod: alters CendR peptide binding to human NRP-1; FAM-RPARPAR peptide binding to NRP-1, fluorescence polarization; inhibition, % at 25 µM; 0.85% of 360,000 active; AID 602438;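 active means inhibition or corrected inhibition above about 18%, plus a signal ratio from 0.5 to 1.5, limit read from the data, passing the limit was not always enough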; further: strong numbers were not always called active
LMPTP block: LMPTP (human) inhibition. inhibition, % at 20 µM. recombinant LMPTP-A, OMFP fluorogenic substrate, fluorescence intensity. 0.22% of 360,000 active. P24666. AID 651560;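 active means compounds that cut the enzyme signal by at least half of the control window in the single-dose screen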;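 further: plate controls were DMSO wells with enzyme plus substrate for no effect and substrate without enzyme for full effect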
Target sequence (P24666 whole entry, looked up): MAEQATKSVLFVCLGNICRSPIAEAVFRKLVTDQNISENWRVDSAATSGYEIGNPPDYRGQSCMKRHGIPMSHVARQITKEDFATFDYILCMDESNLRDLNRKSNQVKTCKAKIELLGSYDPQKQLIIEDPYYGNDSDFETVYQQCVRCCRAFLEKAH
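Assay system: LMPTP-A phosphatase enzyme | Input: 0.625 nM enzyme | Also added: Fluorogenic phosphatase substrate OMFP at 400 µM final | Compound dosing: One test concentration per compound, 20 µM, with 3% DMSO overall | Schedule: 50 min enzyme reaction at room temperature, protected from light | Signal: Fluorescence intensity | Benchmarks: no-enzyme and uninhibited controls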
SUMO1 PPI mod: modulators of human SUMO1-mediated protein-protein interactions; SUMO1 binding to a labelled peptide, TR-FRET, 1 h; AID 602429; 0.33% of 360,000 active; inhibition, % at 20 µM; in the data active means inhibition above about 37%
Target sequence (P63165 whole entry, looked up): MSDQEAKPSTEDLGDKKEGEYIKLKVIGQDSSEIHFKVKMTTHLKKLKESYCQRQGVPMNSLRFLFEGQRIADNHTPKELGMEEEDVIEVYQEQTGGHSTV
NadD inh: NadD (S. aureus) enzyme inhibition. purified NadD enzyme, colorimetric absorbance read-out. inhibition, % at 20 µM. 0.78% of 360,000 active. AID 602399; in the data active means inhibition above about 26%; further: some compounds past the cut are filed as inactive
MT1-MMP act inh: MT1-MMP (human) activation inhibition | 0.061% of 360,000 active | HT1080 RFP-PRO-GFP cells, GFP/RFP ratio fluorescence, overnight; percent of plate control window, DMSO zero | P50281 | GFP/RFP ratio change, % at 20 µM;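 active means GFP/RFP ratio change of at least 30% with cell ATP level not reduced by more than half and red fluorescence within 50% of control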; further: strong numbers were not always called active
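Material – HT1080 RFP-PRO-GFP cells · Control set – DMSO wells and RFP-L50D-GFP cells · Incubation – overnight cell settling, then overnight compound exposure, 37 °C, 5% CO2 · Compound dosing – single-point 20 µM compound, 1% DMSO · Read-out – GFP/RFP fluorescence ratio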
STEP block: STEP (human) phosphatase inhibition. inhibition, % at 20 µM. P54829. recombinant STEP, OMFP fluorogenic substrate, fluorescence. 0.25% of 360,000 active;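 active means inhibition at 20 µM, scaled per plate between control wells, above about 37%, limit read from the data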;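 further: 0% = DMSO with enzyme and substrate and 100% = substrate only without enzyme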
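Test system: STEP tyrosine phosphatase / Reagent: OMFP at 25 µM / Doses: 20 µM, 1% DMSO / Read-out: percent inhibition scaled to no-enzyme and uninhibited-enzyme controls, plate-pattern corrected / Detection: FITC-channel fluorescence of OMFP product / Medium: Bis-Tris buffer pH 6.0, 2.5 mM DTT, 0.005% Tween 20 / Schedule: 20 min at room temperature, dark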
Rpn11 inh: blocks the human proteasome subunit Rpn11 | human 26S proteasome, Ub4-pepOG fluorescence polarization; 20S core pre-blocked with epoxomicin | calls only at 20 µM | 0.59% of 360,000 active;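 active means inhibition at 20 µM, scaled to each plate's controls, above about 33%, limit read from the data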
Target sequence (O00487 whole entry, looked up): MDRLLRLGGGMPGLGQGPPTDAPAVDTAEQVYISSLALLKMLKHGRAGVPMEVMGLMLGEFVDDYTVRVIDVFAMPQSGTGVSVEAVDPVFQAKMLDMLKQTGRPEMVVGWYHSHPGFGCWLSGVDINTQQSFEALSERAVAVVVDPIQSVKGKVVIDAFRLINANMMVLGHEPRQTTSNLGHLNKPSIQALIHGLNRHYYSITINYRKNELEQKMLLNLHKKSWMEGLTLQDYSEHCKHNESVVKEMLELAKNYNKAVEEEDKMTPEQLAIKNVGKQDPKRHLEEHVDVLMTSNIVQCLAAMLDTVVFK
DNMT1 inh: inhibitors of human DNMT1. inhibition (reported as % activation of signal), % at 10 µM. 0.83% of 360,000 active. DNMT1 molecular beacon, Hinp1I cleavage, fluorescence. P26358. AID 588458; in the data active means inhibition above about 50%
SKN-1 inh: inhibitors of C. elegans SKN-1. inhibition, % at 21.8 µM. 0.49% of 360,000 active. C. elegans VP596 Pgst-4::GFP/RFP ratio, acrylamide-induced, 24 h;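 active means interference check ratio from 0.5 to 1.5 plus GFP to RFP signal ratio inhibition reaching or exceeding a fixed threshold, cut at about 30% in these data, passing the limit was not always enough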; further: some compounds called inactive have numbers as strong as hits
Numbers without * were called inactive. Outcome played no part in choosing rows; any-hit rate near 3.9%.

For Cc1nc(-c2ccccc2)sc1-c1nc(-c2ccncc2)ncc1S(=O)(=O)c1ccccc1 the results were Scp-1 inhibitor 12, NRP1-CendR mod -2, LMPTP block 6.5, SUMO1 PPI mod 47*, NadD inh 9, MT1-MMP act inh -37, STEP block 0, Rpn11 inh inactive, DNMT1 inh -4 and SKN-1 inh -1.
For COc1nnc(-c2ccc(C)c(S(=O)(=O)NC(C)(C)CO)c2)c2ccccc12 the results were Scp-1 inhibitor 8, NRP1-CendR mod 14, LMPTP block -0.5, SUMO1 PPI mod 5, NadD inh 1, MT1-MMP act inh 6, STEP block -1, Rpn11 inh inactive, DNMT1 inh 0 and SKN-1 inh 16.
Screening Cc1cc(C)nc(N2CCCC(C(=O)NC3CC3)C2)n1 (stereo not drawn) returned Scp-1 inhibitor -1, NRP1-CendR mod -2, LMPTP block -0.2, SUMO1 PPI mod 0, NadD inh 5, MT1-MMP act inh -1, STEP block -2, Rpn11 inh inactive, DNMT1 inh -3 and SKN-1 inh 6.
For CC(=O)N1C(C)(C)CC(=NOS(=O)(=O)c2ccccc2)CC1(C)C the results were Scp-1 inhibitor -1, NRP1-CendR mod 7, LMPTP block -0.3, SUMO1 PPI mod 2, NadD inh 4, MT1-MMP act inh -8, STEP block -2, Rpn11 inh inactive, DNMT1 inh -3 and SKN-1 inh 18.
`Cc1ccc(C(=O)N/C(=C\c2cccc([N+](=O)[O-])c2)C(=O)NC(Cc2ccccc2)C(=O)O)cc1` (stereo not drawn) gave Scp-1 inhibitor 1, NRP1-CendR mod -4, LMPTP block -1.6, SUMO1 PPI mod -14, NadD inh 2, MT1-MMP act inh -3, STEP block -2, Rpn11 inh inactive, DNMT1 inh 1 and SKN-1 inh -3.
`CCOC(=O)c1c(NC(=O)c2ccccc2)sc2c(O)c(CN(CC)CC)ccc12` gave Scp-1 inhibitor -6, NRP1-CendR mod 1, LMPTP block 1.5, SUMO1 PPI mod 1, NadD inh 11, MT1-MMP act inh 1, STEP block 5, Rpn11 inh inactive, DNMT1 inh -6 and SKN-1 inh 6.
`Cn1cc(S(=O)(=O)N2CCc3ccccc32)cc1C(=O)Nc1ccc(Cl)cc1` gave Scp-1 inhibitor -6, NRP1-CendR mod -6, LMPTP block 3.1, SUMO1 PPI mod -4, NadD inh 9, MT1-MMP act inh 2, STEP block 1, Rpn11 inh inactive, DNMT1 inh -11 and SKN-1 inh 6.
`CCC(C)N(C(=O)CN1C(=O)NC2(CCc3ccccc32)C1=O)C1CCS(=O)(=O)C1` (stereo not drawn) gave Scp-1 inhibitor -3, NRP1-CendR mod 7, LMPTP block -0.2, SUMO1 PPI mod 4, NadD inh -2, MT1-MMP act inh -1, STEP block -1, Rpn11 inh inactive, DNMT1 inh 3 and SKN-1 inh 11.
`O=C(N/N=C/c1cccnc1)c1ccc(F)cc1` gave Scp-1 inhibitor 4, NRP1-CendR mod 2, LMPTP block -0.4, SUMO1 PPI mod -5, NadD inh -9, MT1-MMP act inh 4, STEP block -2, Rpn11 inh inactive, DNMT1 inh -1 and SKN-1 inh 8.
`N#CC(NC(=O)OCc1ccccc1)c1ccccc1` (stereo not drawn) gave Scp-1 inhibitor -4, NRP1-CendR mod 7, LMPTP block -1.8, SUMO1 PPI mod 4, NadD inh -3, MT1-MMP act inh 2, STEP block 1, Rpn11 inh inactive, DNMT1 inh -1 and SKN-1 inh 8.
CCN(CC)S(=O)(=O)c1ccc(NC(=O)C2CCCO2)cc1 (stereo not drawn) was read as Scp-1 inhibitor 5, NRP1-CendR mod -14, LMPTP block -2.0, SUMO1 PPI mod 1, NadD inh 6, MT1-MMP act inh 4, STEP block 3, Rpn11 inh inactive, DNMT1 inh -5 and SKN-1 inh -5.
For COc1ccccc1CCC(=O)OCc1csc(CC(=O)Nc2ccccc2C)n1 the results were Scp-1 inhibitor -8, NRP1-CendR mod 4, LMPTP block 1.5, SUMO1 PPI mod 7, NadD inh -4, MT1-MMP act inh -2, STEP block 0, Rpn11 inh inactive, DNMT1 inh -2 and SKN-1 inh 9.
For CCCC/C=C/C(NC(=O)c1ccc(C(=O)OC)cc1)c1ccccc1 (stereo not drawn) the results were Scp-1 inhibitor -5, NRP1-CendR mod -5, LMPTP block 0.8, SUMO1 PPI mod 13, NadD inh 1, MT1-MMP act inh -4, STEP block 4, Rpn11 inh inactive, DNMT1 inh 4 and SKN-1 inh 8.
`Cc1cc(C)c(C)c(S(=O)(=O)N2CCN(C(=O)c3ccco3)CC2)c1C` gave Scp-1 inhibitor 0, NRP1-CendR mod 1, LMPTP block -1.9, SUMO1 PPI mod 6, NadD inh -3, MT1-MMP act inh 1, STEP block -1, Rpn11 inh inactive, DNMT1 inh 1 and SKN-1 inh -2.
For O=C(O)C1CCC(c2ccc(-c3ccccc3)cc2)CC1 (stereo not drawn) the results were Scp-1 inhibitor -5, NRP1-CendR mod 8, LMPTP block -1.0, SUMO1 PPI mod 6, NadD inh -5, MT1-MMP act inh 2, STEP block 2, Rpn11 inh inactive, DNMT1 inh 7 and SKN-1 inh -4.
COC(=O)C1=CN(C2CC2)C=C(C(=O)OC)C1c1ccc(C(F)(F)F)cc1 was read as Scp-1 inhibitor -4, NRP1-CendR mod 0, LMPTP block 3.0, SUMO1 PPI mod -1, NadD inh -5, MT1-MMP act inh -6, STEP block 2, Rpn11 inh inactive, DNMT1 inh 2 and SKN-1 inh 5.
Screening CC(=O)Nc1cccc(C(=O)/C=C/c2ccc(C)cc2)c1 returned Scp-1 inhibitor -7, NRP1-CendR mod -8, LMPTP block 1.3, SUMO1 PPI mod -6, NadD inh -6, MT1-MMP act inh -7, STEP block -1, Rpn11 inh inactive, DNMT1 inh 5 and SKN-1 inh 9.
Cc1ccc(C(=O)c2cc([N+](=O)[O-])ccc2N2CCOCC2)cc1 was read as Scp-1 inhibitor -8, NRP1-CendR mod -10, LMPTP block -0.6, SUMO1 PPI mod -18, NadD inh -5, MT1-MMP act inh -4, STEP block 3, Rpn11 inh inactive, DNMT1 inh 1 and SKN-1 inh 10.
`CCCCn1c(N)c(N(CCC(C)C)C(=O)c2ccc(-c3ccc([N+](=O)[O-])cc3)o2)c(=O)[nH]c1=O` gave Scp-1 inhibitor -7, NRP1-CendR mod 3, LMPTP block -3.9, SUMO1 PPI mod -9, NadD inh 16, MT1-MMP act inh -2, STEP block 2, Rpn11 inh inactive, DNMT1 inh 84* and SKN-1 inh -12.
`CC12CCC(=O)N1C(C(=O)Nc1nc3ccc(Cl)cc3s1)CS2` (stereo not drawn) gave Scp-1 inhibitor 3, NRP1-CendR mod -10, LMPTP block 0.9, SUMO1 PPI mod 6, NadD inh -5, MT1-MMP act inh -7, STEP block 1, Rpn11 inh inactive, DNMT1 inh 1 and SKN-1 inh 8.
CSCCC(NC(=O)c1ccccc1)C(=O)NNC(=O)c1ccccc1 (stereo not drawn) was read as Scp-1 inhibitor 2, NRP1-CendR mod 3, LMPTP block -0.9, SUMO1 PPI mod -1, NadD inh 5, MT1-MMP act inh -3, STEP block -3, Rpn11 inh inactive, DNMT1 inh 2 and SKN-1 inh 13.
Cc1ccc(NC(=O)CSc2nc(N)cc(N)n2)cc1S(=O)(=O)N1CCOCC1 was read as Scp-1 inhibitor 22, NRP1-CendR mod -6, LMPTP block 4.6, SUMO1 PPI mod 6, NadD inh -5, MT1-MMP act inh -1, STEP block 8, Rpn11 inh inactive, DNMT1 inh 3 and SKN-1 inh 5.
CC1CN(C(=O)c2cc3c(s2)CCC3)CC(C)O1 (stereo not drawn) was read as Scp-1 inhibitor -3, NRP1-CendR mod 1, LMPTP block -1.4, SUMO1 PPI mod 1, NadD inh 3, MT1-MMP act inh 6, STEP block 2, Rpn11 inh inactive, DNMT1 inh 2 and SKN-1 inh 10.
Screening Nc1[nH]c(=O)[nH]c(=O)c1N=Nc1ccccc1Cl returned Scp-1 inhibitor 36, NRP1-CendR mod -2, LMPTP block 0.2, SUMO1 PPI mod -41, NadD inh -3, MT1-MMP act inh 1, STEP block 1, Rpn11 inh inactive, DNMT1 inh 1 and SKN-1 inh -11.
Screening N#CC1=C(N)n2c(s/c(=C\c3ccco3)c2=O)=C(C#N)C1c1ccco1 (stereo not drawn) returned Scp-1 inhibitor 63*, NRP1-CendR mod -48, LMPTP block 11, SUMO1 PPI mod 32, NadD inh 50*, MT1-MMP act inh -39, STEP block 11, Rpn11 inh inactive, DNMT1 inh 95* and SKN-1 inh -1.
For COC(=O)C1=C(C)NC(=O)NC1c1ccc(OCC(=O)N2CCCCC2)cc1 (stereo not drawn) the results were Scp-1 inhibitor -6, NRP1-CendR mod 12, LMPTP block -1.2, SUMO1 PPI mod 0, NadD inh -4, MT1-MMP act inh 2, STEP block -5, Rpn11 inh inactive, DNMT1 inh -1 and SKN-1 inh -11.
Screening CC(C)Cc1cc(C(=O)NCCc2ccccc2)no1 returned Scp-1 inhibitor -12, NRP1-CendR mod -1, LMPTP block -2.4, SUMO1 PPI mod -1, NadD inh -3, MT1-MMP act inh 5, STEP block 2, Rpn11 inh inactive, DNMT1 inh 1 and SKN-1 inh 8.
`CN(C)S(=O)(=O)c1ccc(NC(=O)c2ccc(Br)o2)cc1` gave Scp-1 inhibitor -2, NRP1-CendR mod -7, LMPTP block 0.2, SUMO1 PPI mod 2, NadD inh 3, MT1-MMP act inh 11, STEP block -2, Rpn11 inh inactive, DNMT1 inh 11 and SKN-1 inh 2.
Screening COC(=O)c1ccc(NC(=O)CCN2CCN(CCC(=O)Nc3ccc(C(=O)OC)cc3)CC2)cc1 returned Scp-1 inhibitor -6, NRP1-CendR mod 1, LMPTP block -1.9, SUMO1 PPI mod 14, NadD inh 2, MT1-MMP act inh -1, STEP block 9, Rpn11 inh inactive, DNMT1 inh -2 and SKN-1 inh 0.
Screening Cc1ccccc1N1CCN(CCCN2C(=O)C3CCCCN3C2=O)CC1 (stereo not drawn) returned Scp-1 inhibitor 6, NRP1-CendR mod 2, LMPTP block -1.7, SUMO1 PPI mod -1, NadD inh -1, MT1-MMP act inh 0, STEP block 1, Rpn11 inh inactive, DNMT1 inh -7 and SKN-1 inh 2.
`CCOC(=O)c1cc2n(c1/N=C/N(C)C)-c1ccccc1C2=O` gave Scp-1 inhibitor -5, NRP1-CendR mod 23, LMPTP block 0.0, SUMO1 PPI mod -5, NadD inh -2, MT1-MMP act inh -34, STEP block 2, Rpn11 inh inactive, DNMT1 inh -2 and SKN-1 inh 18.
